# Source: PubChem BioAssay (several laboratories)
# Shn3 3UTR inh: Schnurri-3 reporter inhibition in Clone20 osteoblasts | inhibition, % at 12.5 µM | Clone20 osteoblast Shn3 3'UTR firefly luciferase, 24 h | hit rate 0.52% among 360,000;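 active = mean inhibition of at least 75% with every replicate also reaching 75%; inconclusive = mean inhibition at least 75% but some replicate below; inactive = mean inhibition below 75%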;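 also: 0% = median of neutral control wells and 100% = pilot-screen positive control compound; some compounds past the cut are filed as inactive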
# TRPM1 prom inh: MITF TRPM1 promoter inhibition in SK-MEL-5 cells | inhibition, % at 12.5 µM | AID 488899 | SK-MEL-5 TRPM1 promoter luciferase, 24 h | hit rate 0.83% among 330,000;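 active = mean inhibition across replicates of 60% or more, whatever share of single replicates reaches that level; inconclusive = some that reach 60%, reason not given; inactive = mean inhibition across replicates below 60%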; also: values of inactives mirror those of a sister screen read the other way
# iPSC survival up: enhancers of human iPSC single-cell survival | hiPSC single-cell survival, ATPlite luminescence; 100% = ROCK inhibitor wells, 0% = DMSO | survival enhancement, % at 20 µM | hit rate 0.044% among 360,000; in the data active = survival enhancement above about 18%;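 also: cells exposed to compounds for 16 hours before the ATP read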
# CaV13 FRET inh: Primary screen for inhibitors of IQ motif and Ca2+-dependent inactivation inhibitor domain binding in CACNA1D, Förster resonance energy transfer in living cells, …; HEK cells, CFP/YFP FRET ICDI-IQ, plate reader, 10 min; percent FRET-ratio fall versus neutral wells; inhibition, % at 12.3 µM; hit rate 0.098% among 340,000; AID 743397;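 active = mean replicate inhibition of at least 30% and at least 1% of replicates passing that level; inconclusive = only one of the two criteria is met; inactive = neither criterion is met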;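 also: 0% = median of the neutral control wells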
# Peg3 promoter: inhibitors of Peg3 promoter | HeLa PEG-Prom luciferase reporter, luminescence, overnight | inhibition, % at 20 µM | hit rate 1.7% among 360,000 | AID 588405;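 active = inhibition of at least 50% at 20 µM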
# PDI inh: inhibitors of human protein disulfide isomerase; PDI insulin aggregation turbidity, A650, 90 min; AID 588391; P07237; inhibition, % at 10 µM; hit rate 0.052% among 350,000;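 active = mean inhibition across replicates of 30% or more, whatever share of single replicates reach that level; inconclusive = mean inhibition below 30% while every single replicate reaches 30%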;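 also: absorbance from insulin aggregation driven by PDI reduction with DTT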
# Target sequence (P07237 whole entry, looked up): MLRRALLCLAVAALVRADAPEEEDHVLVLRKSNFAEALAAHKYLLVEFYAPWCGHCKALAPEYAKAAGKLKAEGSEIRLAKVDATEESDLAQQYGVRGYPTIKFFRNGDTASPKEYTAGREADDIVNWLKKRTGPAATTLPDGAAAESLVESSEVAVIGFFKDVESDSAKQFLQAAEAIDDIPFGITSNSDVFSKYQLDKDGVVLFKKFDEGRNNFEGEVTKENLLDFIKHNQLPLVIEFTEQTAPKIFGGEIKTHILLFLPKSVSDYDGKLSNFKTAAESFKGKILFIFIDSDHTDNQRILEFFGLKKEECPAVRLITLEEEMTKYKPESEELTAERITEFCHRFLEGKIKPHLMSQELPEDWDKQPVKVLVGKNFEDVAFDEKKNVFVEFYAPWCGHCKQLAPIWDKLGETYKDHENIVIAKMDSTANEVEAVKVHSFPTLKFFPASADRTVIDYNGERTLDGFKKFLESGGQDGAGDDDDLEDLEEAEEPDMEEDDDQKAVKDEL
# HIF-2a inh: HIF-2a inhibition; 786-0 RCC cells HIF-2a reporter, luciferase luminescence, overnight; inhibition, % at 18.8 µM; hit rate 0.72% among 360,000; AID 624352;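 active = inhibition of the luminescence signal of 40% or more relative to plate controls, in a single-dose primary screen at 18.75 µM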
# m5-HT2A agonist: activates the mouse 5-HT2A serotonin receptor; hit rate 0.66% among 360,000; CHO-K1 mHTR2A beta-arrestin complementation, luminescence; percent of 30 µM serotonin response; activation, % at 7.6 µM;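 active = activation above a run cutoff, the mean activation of all tested compounds plus 3 SD, cut at about 14% in these data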;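 also: 0% = plate median of compound wells and 100% = 30 µM serotonin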
# Target sequence (P35363 whole entry, looked up): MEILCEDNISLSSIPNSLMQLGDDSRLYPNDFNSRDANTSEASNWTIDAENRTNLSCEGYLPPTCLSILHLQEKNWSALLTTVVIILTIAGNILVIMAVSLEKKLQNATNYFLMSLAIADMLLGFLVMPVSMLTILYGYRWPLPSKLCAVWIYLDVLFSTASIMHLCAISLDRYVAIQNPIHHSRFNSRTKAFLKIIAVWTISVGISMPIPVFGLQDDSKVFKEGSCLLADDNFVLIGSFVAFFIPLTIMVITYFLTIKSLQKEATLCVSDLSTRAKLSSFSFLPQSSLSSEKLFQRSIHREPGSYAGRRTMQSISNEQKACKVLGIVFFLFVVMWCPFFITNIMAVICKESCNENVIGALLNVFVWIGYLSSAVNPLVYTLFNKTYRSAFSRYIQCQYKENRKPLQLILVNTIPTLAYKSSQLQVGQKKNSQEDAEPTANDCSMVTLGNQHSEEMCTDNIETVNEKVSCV
# Cardio protect: myocardial damage modulation in H9c2 cells | hit rate 0.63% among 360,000 | H9c2 cardiomyocytes, H2O2 injury protection, ATPLite, 2 h | AID 588492 | protection from H2O2 cell death, % at 20 µM;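 active = compounds giving at least 50% protection of heart cells from peroxide-induced death in the single-dose screen, raw or plate-pattern-corrected value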;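 also: 0% = DMSO wells with peroxide and 100% = DMSO wells without peroxide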
# NR2E3 ag-1: agonists of human NR2E3 nuclear receptor; Q9Y5X4; CHO-S Gal4-NCOR/VP16-NR2E3 two-hybrid, luciferase; inhibition of corepressor binding, % at 3.98 µM; hit rate 0.35% among 360,000; AID 602229;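 active = inhibition above the mean of all tested compounds plus 3 SD, cut at about 70% in these data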;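 also: 0% = DMSO with NR2E3 transfected cells and 100% = cells lacking NR2E3 construct; higher means lower luciferase signal from less NR2E3 corepressor binding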
# NR2E3 ag-2: activates human photoreceptor nuclear receptor NR2E3 | hit rate 0.12% among 320,000 | AID 2300 | inhibition of corepressor binding, % at 4.78 µM | GST-NR2E3/biotin-RetCOR TR-FRET, 1536-well;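 active = percent inhibition above the cutoff of mean plus 3 SD of all tested compounds, set per screening campaign, cut at about 20% in these data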;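 also: 0% = DMSO wells and 100% = biotin wells as full block of FRET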
#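 Assay system: NR2E3–RetCOR corepressor complex. Quantity: 1.35 nM GST-NR2E3. Buffer or medium: pH 7.5 Tris-based buffer. Reagent: biotinylated RetCOR corepressor at 7 nM final. Schedule: 5 h at 4 °C. Detection: TR-FRET, emission read at 617 and 671 nm. Replicates: one well per compound, singlicate testing.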
# Numbers without * were called inactive; ? = inconclusive; . = no result given.
SMILES,Shn3 3UTR inh,TRPM1 prom inh,iPSC survival up,CaV13 FRET inh,Peg3 promoter,PDI inh,HIF-2a inh,m5-HT2A agonist,Cardio protect,NR2E3 ag-1,NR2E3 ag-2
Cc1nc2ccc3nc(NC(=O)C4COc5ccccc5O4)sc3c2s1 (configuration not stated),-14,.,2.5,-8,-63,-5,-116,11,26,-38,2
S=C(NCc1ccco1)Nc1ccc(Br)cn1,-17,3,-0.4,-2,-11,4,-84,0,0,-14,3
CCCNC(=S)N1CCC(C(=O)c2ccc(Cl)cc2)CC1,27,-1,-1.0,-21,10,-2,11,-3,-10,-17,1
CCOc1ccccc1NC(=O)c1nnn(CC(=O)Nc2cc(C)cc(C)c2)c1N,-7,1,0.0,-5,15,-1,8,-4,0,-5,6
Cc1cnc(NC(=O)CCCNC(=O)c2ccc(Cl)cc2)s1,-100,-34,0.8,-4,-261,1,-205,2,-3,-53,1
Cc1ccc(S(=O)(=O)Nc2ccc3c(c2)C(=O)N([C@@H](C)CO)C[C@@H](C)[C@@H](CN(C)S(=O)(=O)c2ccccc2)OCCCC[C@H](C)O3)cc1,21,.,-1.9,-7,7,6,7,3,2,-5,.
O=C(OCCN=C1NS(=O)(=O)c2ccccc21)c1cccs1,-14,6,-0.8,-5,11,11,2,-2,9,-23,2
CCn1c(=O)c2c(n3cnnc13)-c1ccccc1CC21CCCCC1,-16,-6,-1.8,.,9,6,14,1,-4,-4,3
COc1cccc(-c2sc3ccc(OC)cc3c2-c2ccc(OCCN3CCCCC3)cc2)c1,79,0,2.9,.,88*,11,4,-5,-22,-4,.
COc1cccc(C(=O)c2sc(NC(C)C)nc2N)c1,-49,4,-2.4,0,105*,-3,-93,-5,-11,94*,2
Cc1ccc(N(CC(=O)NC(C)C)C(=O)CCC(=O)Nc2nccs2)cc1C,-9,-9,0.6,-17,5,-15,16,0,-3,5,1
O=C(Nc1ccc(F)cc1)c1nn(-c2ccccc2)c(=O)cc1Cl,34,-7,3.2,-7,99*,21,39,14,-15,13,.
Cc1ccc(C(=O)OCCOc2cccc(Cl)c2)cc1S(=O)(=O)N1CCOCC1,-9,-4,2.6,-6,19,12,5,3,-8,13,4
O=C(Nc1cc(C(F)(F)F)ccc1N1CCOCC1)c1ccc2ccccc2n1,0,-2,0.0,-4,-40,2,-87,-3,-4,-51,-2
CCOc1cccc(/C=N/N2C(=O)CSC2=S)c1O,-25,17,-0.3,1,2,-3,-23,8,30,0,2
CN(C)CCCn1c(SCc2c(Cl)cccc2Cl)nnc1-c1ccncc1,3,-3,1.3,-2,12,-7,8,-5,2,12,0
COc1ccc(NC(=O)CC2C(=O)NCCN2C(=O)Nc2ccc(C(F)(F)F)cc2)cc1 (configuration not stated),-4,-11,0.0,.,21,0,3,0,-5,-10,-2
NC(=O)C1CCN(S(=O)(=O)Cc2ccccc2Cl)CC1,6,5,-0.4,-2,11,-2,15,-5,-5,-2,1
Cc1ccc(N(C(=O)Cn2nnc(-c3cccs3)n2)C(C(=O)NC2CCCC2)c2ccncc2)cc1 (configuration not stated),-10,-2,6.1,-5,17,0,11,4,-4,-2,2
Cc1ccccc1CN(c1ccc(C(=O)NCc2ccccn2)cc1)S(C)(=O)=O,2,2,0.3,4,13,2,17,7,4,6,-1
CCn1c(SCC(=O)c2ccc(Cl)cc2)nnc1C(C)C,-28,-59,-2.2,-5,-150,2,-156,-4,12,-11,-1
COC(=O)[C@]1(Sc2ccc(C)cc2)CC(=O)N[C@@H]1c1ccccc1,.,.,-1.1,-7,.,.,-4,-3,.,4,.
Cc1cc(C)cc(NC(=O)C[n+]2ccccc2)c1,3,5,0.3,-5,20,6,18,-7,-6,1,.
Cc1nn(C)cc1/C=N/NC(=O)Cn1cncn1,-14,.,0.8,-5,4,-3,13,-1,-1,-10,-1
CC(C)CC1OC(C)Cc2[nH][nH]c(=O)c21 (configuration not stated),.,.,0.8,-10,.,.,10,3,.,3,.

# Next results follow:
SMILES,Shn3 3UTR inh,TRPM1 prom inh,iPSC survival up,CaV13 FRET inh,Peg3 promoter,PDI inh,HIF-2a inh,m5-HT2A agonist,Cardio protect,NR2E3 ag-1,NR2E3 ag-2
COc1ccccc1NCC(=O)N/N=C(\C)c1ccc(Br)s1,15,-2,-2.0,-5,24,-8,6,6,-5,14,1
COc1ccc(NC2CCCN(C(=O)c3csc(C(C)C)n3)C2)cc1 (configuration not stated),2,15,1.5,-2,5,-6,7,6,0,-15,-4
COC(=O)CN1C(=O)N/C(=C/c2ccc(C)o2)C1=O,4,6,0.8,-5,9,-6,12,-2,10,-21,-5
O=C(CCNS(=O)(=O)c1ccccc1)NCCCc1ccccc1,-53,2,0.3,-5,-2,-1,-5,0,8,0,.
Cc1cc(Cl)ccc1NC(=O)/N=C1/NC(=O)CS1,-6,.,0.1,-5,-24,.,-10,1,-4,-3,.
COc1ccccc1OCC(=O)Nc1ccncc1,12,-5,0.5,-2,-21,-7,-17,2,-4,-6,-1
CCOC(=O)c1c(NC(=O)Nc2cccc(Cl)c2)sc(C)c1C,5,1,2.0,-5,3,-5,-18,-1,-4,-2,0
CCOc1ccccc1/C=N/Nc1ccnc(=O)[nH]1,10,-4,0.9,-6,23,0,6,5,1,-51,.
CC(C(=O)O)n1cc(C#N)c(=O)[nH]c1=O (configuration not stated),-14,-3,1.6,-6,-1,-1,14,-3,0,-23,.
Cc1ccc2c(C)c(C(=O)N(C)C(C)c3ccon3)oc2c1C (configuration not stated),-88,-108,-0.5,-6,-281,-12,-239,-8,-5,-144,1
CCOc1ccc(C(=O)NCc2ccco2)cc1OCC,-9,1,-0.5,5,-6,16,12,2,-2,10,4
CC(NC(=O)c1cccc(S(=O)(=O)N2CCN(Cc3ccccc3)CC2)c1)c1ccc(Cl)cc1 (configuration not stated),19,5,-0.3,-2,12,0,19,-10,-4,10,.
Cc1ccc(N(C(=O)C2CCCO2)C2C=CS(=O)(=O)C2)cc1Cl (configuration not stated),-44,4,-0.5,-6,5,7,10,0,3,-9,1
CCn1c(SCC(=O)Nc2ccc3c(c2)c2ccccc2n3CC)nnc1-c1cnccn1,53,18,-2.0,.,11,3,-60,-5,12,29,2
CCCCn1c(CN2CCN(c3ccccc3)CC2)nc2c1c(=O)n(C)c(=O)n2C,?,.,-1.2,.,6,.,0,-5,-25,22,-2
Cc1ccc(S(=O)(=O)Nc2ccnc(-c3cccnc3)n2)cc1,11,7,-0.3,-2,3,3,9,7,6,-9,0
Cc1cccc(/C=N/NC(=O)Cc2ccc(Cl)cc2)c1O,41,11,-0.3,-3,7,-6,-10,-7,49,6,4
CCCN1CC23C=CC(O2)C(C(=O)O)C3C1=O (configuration not stated),3,7,0.1,-2,-7,.,5,3,10,-5,0
O=C(Nc1ccc2c(c1)OCO2)c1ccc[n+]([O-])c1,-3,0,-0.2,-6,-19,4,-23,1,0,34,2
CN(c1ccccc1)S(=O)(=O)c1ccc(C(=O)N2CCCC(C(F)(F)F)C2)cc1 (configuration not stated),-11,1,1.0,-7,-7,3,7,4,-3,14,0
CC(C)=C1SC(N2CCOCC2)=NC1=O,2,4,2.6,-5,-3,-4,18,2,4,-25,-2
CCOc1ccc(-c2c(C(=O)N/N=C/C3CC=CCC3)nnn2-c2nonc2N)cc1 (configuration not stated),-7,-5,-0.5,-4,11,7,-3,3,6,-16,-1
CCOC(=O)C1CCN(CCC(=O)Nc2ccc(Cl)cc2)CC1,-1,8,0.7,.,16,-1,21,-2,-8,-12,0
O=C(/C=C/c1ccccc1[N+](=O)[O-])N1CCc2ccccc2C1,-14,-6,-0.4,9,-69,-4,-109,-4,0,-9,2
Nc1c(C(=O)NCc2ccco2)sc2nc3c(cc12)C(=O)CCC3,-4,-6,2.5,-8,-63,-4,-118,2,2,-42,-4

# Other results:
SMILES,Shn3 3UTR inh,TRPM1 prom inh,iPSC survival up,CaV13 FRET inh,Peg3 promoter,PDI inh,HIF-2a inh,m5-HT2A agonist,Cardio protect,NR2E3 ag-1,NR2E3 ag-2
COCCN1C(=O)N(c2cccc(C)c2)C(=O)C1CC(=O)Nc1ccc(F)cc1 (configuration not stated),-4,3,-1.1,-4,6,13,18,3,-4,-29,2
CCOC(=O)c1c(C)nc2sc3c(=O)[nH]cnc3c2c1-c1ccc(OC)cc1,-18,-9,0.3,-6,4,1,8,3,9,19,1
COC(=O)C1=C(Nc2ccccc2NC(=O)CCCC(=O)O)CSC1,9,-2,-0.6,-20,13,16,9,1,11,1,-3
O=C(C1CCN(S(=O)(=O)c2ccccc2)CC1)N1CCCCC1,-11,3,-0.4,-6,17,6,6,0,-2,5,4
CCc1c(C)nc(SC)n(CC#N)c1=O,8,1,-2.0,-5,0,3,12,-3,9,-17,1
CC(C)(C)NC(=O)C(c1ccc(O)cc1)N(C(=O)CCC(=O)Nc1nccs1)c1ccccc1F (configuration not stated),-6,2,0.0,-6,10,-4,16,-2,10,-2,0
O=S(=O)(c1ccccc1)c1cnc(-c2cccnc2)nc1-c1ccc(Cl)cc1Cl,17,4,-1.5,-4,35,1,35,-1,10,-17,-1
COc1ccc(-c2cc(-n3c(C(F)(F)F)nc4ccccc43)n(CCC#N)n2)cc1,-10,-8,-1.8,-5,21,-8,19,-1,14,-1,2
CC(C)CCN1CC(=O)N2[C@@H](Cc3c([nH]c4ccccc34)C2(C)C)C1=O,-8,2,-0.1,-19,17,5,10,-2,5,5,.
O=C(Cc1coc2cc3c(cc12)CCC3)OCc1cc(=O)n2c(n1)sc1ccccc12,-35,-10,-2.1,-5,-44,-1,-26,0,-4,-32,4
CCN(CC(=O)NCc1ccc(Cl)cc1)C(=O)c1cc(S(=O)(=O)NCc2ccccc2)ccc1C,31,-10,-0.4,-6,24,-13,11,2,-5,17,-1
O=C(Nc1ccc(F)cc1F)c1ccccc1-c1ccccc1,-13,-3,3.5,-2,13,-2,3,-2,3,17,-1
COC(=O)c1sc(-c2ccc(C(C)(C)C)cc2)cc1NC(=O)COCC(=O)O,-15,-18,0.7,-21,-62,-3,-87,7,-2,-41,1
CCC(Oc1ccccc1)C(=O)N1CCN(S(=O)(=O)c2ccccc2)CC1 (configuration not stated),-6,6,0.0,-7,12,8,-3,3,0,11,0
CCCC(C(=O)NCCC(C)C)N(Cc1ccccc1Cl)C(=O)c1snc(C(N)=O)c1N (configuration not stated),11,5,-0.1,3,31,-10,20,-1,6,7,-1
O=C(CCn1c(=O)sc2ccccc21)NCc1cccs1,6,-7,3.4,-10,-5,3,-27,0,-5,-10,3

# As entered above:
# Value of `O=C(CCn1c(=O)sc2ccccc21)NCc1cccs1` under Peg3 promoter: -5
# Value of `O=C(Cc1coc2cc3c(cc12)CCC3)OCc1cc(=O)n2c(n1)sc1ccccc12` under CaV13 FRET inh: -5
